# Screens from PubChem BioAssay.
# LGR2 antag = inhibitors of bursicon-induced LGR2 CRE-luciferase signal, primary screen, cell-based, HEK293, CRE-luciferase reporter, bursicon stimulation | bursicon-stimulated, 4 h | Drosophila bursicon receptor LGR2 (rickets) | 380,000 compounds, 0.35% hits | inhibition, % at 9.99 µM;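 active = drop in luminescence signal, shown as inhibition above about 50% in the replicate tests, limit read from the data, passing the limit was not always enough; inconclusive = probably only some replicates passing the limit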;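 note: agonist challenge used bursicon conditioned medium at about half maximal strength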
# PGC1a acetyl inh = inhibitors of PGC1a acetylation signal, primary screen, cell-based, U2OS, AlphaScreen, inhibitor mode. AlphaScreen anti-acetyl-lysine; with virally co-expressed GCN5 acetyltransferase. inhibition, % at 15.6 µM. 350,000 compounds, 0.17% hits. AID 651687, 2012;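 active = every replicate shows inhibition of at least 40%; inconclusive = mean inhibition at least 40% but some replicate below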;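 note: 0% = neutral control wells and 100% = positive control wells; some results beyond the cut were filed as inactive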
# PglD inh = C. jejuni PglD acetyltransferase inhibitors, primary screen, biochemical, DTNB colorimetric, single point; UDP-N-acetylbacillosamine N-acetyltransferase PglD (Campylobacter jejuni); AID 602405, 2012; purified PglD enzyme, DTNB colorimetric CoA detection; inhibition, % at 12.5 µM; 360,000 compounds, 0.098% hits; in the data active = inhibition above about 16%, passing the limit was not always enough; inconclusive = no clear call, values can overlap the other calls; note: strong numbers were not always called active
# The depositor's hits bear a star; ? = inconclusive. The list is partial; the hit share may differ from the screen's.
# Under each structure: LGR2 antag, PGC1a acetyl inh, PglD inh
- CSCSC1=C(C#N)C(c2ccccc2Cl)C(C(C)=O)=C(C)N1 (configuration not stated)
  -18, -2, 4
- CC1(C(=O)CSc2nc3ccccc3[nH]2)CCC(=O)O1 (configuration not stated)
  19, 14, 6
- CNC(=O)c1cccn1-c1ccsc1C(=O)OC
  13, 2, -3
- CCCCCC(=O)OC(CN1CCCCC1)CN1CCCC1=O (configuration not stated)
  10, -3, -6
- CCC1CCCCN1S(=O)(=O)c1ccc(NC(=O)CSc2ncccc2C(=O)O)cc1 (configuration not stated)
  10, -5, 6
- CC(=O)c1c(C)c[nH]c1C
  23, 5, 1
- CCOC(=O)c1ccc(NC(=O)C2(c3ccc(OC)cc3)CCOCC2)cc1
  8, 7, -4
- Cc1cccc(-c2nc3c(c(SCC(N)=O)n2)CCCC3)c1
  -21, 1, -5
- COC(=O)c1c(C(=O)OC)c2oc3ccccc3n2c1Cl
  -18, -4, -3
- CCC(C)NC(=O)CSc1nnc(-c2cc(-c3cccs3)nc3ccccc23)o1 (configuration not stated)
  -7, -2, 2
- COc1ccc(-c2nnc(SCC(=O)Nc3cc(S(=O)(=O)N4CCCCC4)ccc3Cl)n2N)cc1
  -30, -3, -1
- Cc1cc2cc3c(cc2nc1SCC(=O)N1CCN(C(=O)c2ccco2)CC1)OCO3
  -17, -3, -1
- COc1ccc(C(=O)COC(=O)CCN2C(=O)[C@@H]3[C@H](C2=O)[C@@H]2C[C@H]3C(Br)C2Br)cc1 (some centres not stated)
  -5, 3, 1
- Cc1nn(C)cc1NC(=O)CCSc1nc(-c2ccco2)cc(C(F)(F)F)n1
  -14, 3, -3
- Cc1ccc(C)c(-c2cc(C(=O)Nc3sc(C)c(C)c3C(N)=O)c3ccccc3n2)c1
  ?, -8, -4
- O=C(CSc1ncn[nH]1)NCCC(c1ccccc1)c1ccccc1
  14, -25, -8
- COc1ccc(S(=O)(=O)N2CCN(Cc3ccccc3)CC2)cc1
  -9, -8, -1
- COc1ccc(-c2noc(CCC(=O)Nc3cc(Cl)c(OC)cc3OC)n2)cc1
  -8, 0, -4
- Cc1c(Br)cc(C(=O)OC2CCN(C)CC2)c(C)c1C
  -7, 2, 3
- CCn1c(SCC(=O)NCc2ccc3c(c2)OCO3)nnc1-c1cccs1
  8, -2, 3

# Whole records, quoted from the list:
# Entry for Cc1c(Br)cc(C(=O)OC2CCN(C)CC2)c(C)c1C = LGR2 antag: -7; PGC1a acetyl inh: 2; PglD inh: 3
# Entry for CCCCCC(=O)OC(CN1CCCCC1)CN1CCCC1=O (configuration not stated) = LGR2 antag: 10; PGC1a acetyl inh: -3; PglD inh: -6

# Other records.
# Under each structure: LGR2 antag, PGC1a acetyl inh, PglD inh
- NC(=O)C1(N2CCCCC2)CCN(C(=O)CSc2nc(C(F)(F)F)cc(=O)[nH]2)CC1
  0, -4, 3
- COc1ccc(-c2noc(CCC(=O)N(C)c3cccc(C)c3)n2)cc1
  21, -4, 10
- Cc1nc(-c2cccc(NS(=O)(=O)c3ccccc3)c2)cs1
  -16, -1, -2
- COc1ccc(C2Nc3ccccc3C(=O)N2c2ccc(F)cc2)cc1Cn1nnc2ccccc21 (configuration not stated)
  5, -4, 4
- CCN1C(=O)c2cccc3c(S(=O)(=O)Nc4c(C)n(C)n(-c5ccccc5)c4=O)ccc1c23
  -8, 6, 0
- CCOC(=O)c1cnc2ccc(C)cc2c1Sc1ccccc1
  -47, 17, 4
- CCCC(c1nnnn1Cc1ccc(OC)cc1)N1CCN(c2ccccc2OC)CC1 (configuration not stated)
  6, -12, 3
- O=C1CC(N2CCC(c3nc4ccccc4o3)CC2)C(=O)N1Cc1cccs1 (configuration not stated)
  23, 17, -10
- OC(CNc1nc2ccccc2s1)c1ccccc1 (configuration not stated)
  -34, 6, -2
- Cc1ccc(CNC(=O)Cc2nc3nc(C)cc(C)n3n2)cc1
  9, -2, 3
- Nc1nc(-c2cccnc2)nc(N2CCCCC2)n1
  13, 12, -4
- Cc1nn(C(=O)c2cccc([N+](=O)[O-])c2)c(C)c1Sc1ccccc1
  4, 8, -6
- O=C(NCc1cccs1)C1CCC(CNS(=O)(=O)c2cccs2)CC1 (configuration not stated)
  -32, -1, 1
- Cc1ccc(C(=O)NC(=S)N2CCN(c3ccc([N+](=O)[O-])cc3)CC2)cc1
  -10, -9, 5
- COC(=O)c1c(-c2ccco2)csc1NC(=O)C1CC=CCC1C(=O)O (configuration not stated)
  41, -6, -2
- O=C(CN(CCO)c1ccccc1)NC12CC3CC(CC(C3)C1)C2
  -2, -22, -1
- CCCC(=O)Nc1ccc2c(c1)nc(CN1CCN(C(C)=O)CC1)n2C
  7, 4, 4
- Cc1ccc(NC2=NCC(=O)N2CCc2ccccc2)cc1C
  -4, -16, -2
- CCCCN(CCNP(=O)(OCC)OCC)CP(=O)(OCC)OCC
  -4, 5, 0
- Cc1sc(NC(=O)C2C3CCC(O3)C2C(=O)O)c(C(=O)OC(C)C)c1-c1ccc(Cl)cc1 (configuration not stated)
  -3, 1, 4
- Cc1nn(CC(=O)NCCc2ccc(Cl)cc2)c(C)c1[N+](=O)[O-]
  -4, -5, 1
- O=C(CCNS(=O)(=O)c1cccs1)NCc1ccccc1
  -9, -4, 2
- COC(=O)c1cc(NC(=O)c2ccccc2)c(=O)oc1C/C=N\OCc1ccc(Cl)cc1Cl
  4, 6, 4
- O=C(CSc1nnc(Cc2cccs2)n1CCc1ccccc1)N1CCCc2ccccc21
  18, -11, -3
- Cc1[nH]c2ccccc2c1CC(=O)O
  1, -3, -1
- COc1cccc(Cn2c(-c3cccs3)noc2=O)c1
  5, -6, 5
- Cc1ccc(-n2cc(-c3ccccc3)[nH]c2=O)cc1F
  -95, 11, -11
- CC1(C)CC(=O)c2cnc(NC(=O)Cc3ccc(Cl)cc3)nc2C1
  -7, -3, 1
- Cc1cccc(-c2c3c(=O)n(C)c(=O)n(C)c3c3nnc4ccccc4n23)c1
  -15, 4, 3
- O=C(Cc1cccs1)Nc1ccccc1C(=O)O
  -37, 11, -3
- COc1cc(CNC2CCCCCC2)cc(OC)c1
  -12, -18, -5
- NC(=O)c1ccccc1NC(=O)CCCN1C(=O)CCC1=O
  14, 5, 9
- CCOC(=O)Cc1csc(NC(=O)C2C3C=CC(C3)C2C(=O)O)n1 (configuration not stated)
  -9, -8, -1
- O=C(CSc1nnc(-c2ccc(NS(=O)(=O)c3ccccc3)cc2)o1)NCC1CCCO1 (configuration not stated)
  -6, -12, -3
- CCN(CC)c1ccc(CN2CCCCCC2)cc1
  7, -1, 3
- CS(=O)(=O)CCC(C(=O)n1nnc2ccccc21)N1C(=O)c2ccccc2C1=O (configuration not stated)
  -18, 18, -1
- CCC(=O)NC1=C(C#N)C2(CCCC2)Cc2ccccc21
  7, -9, 0
- O=C(Nc1ccc(NC(=O)c2ccco2)cc1)c1ccc2c(c1)OCO2
  -26, -7, 8
- O=C1C=C(NCc2ccco2)C2(CCCCC2)O1
  -3, -8, 4
- CCC(=O)c1c[nH]c(C(=O)NCCCN2CCOCC2)c1
  -7, -26, 0
- Nc1c(C(=O)c2ccccc2)sc2c1c(=O)[nH]c(=O)n2-c1ccccc1
  -15, -4, 2
- COc1ccc(OC)c2[nH]c(=O)c(CCNC(=O)c3ccc(Br)o3)cc12
  -4, 8, -6
- CC1(C)CC(=O)C=C(Nc2ccc(OCC(F)(F)C(F)F)cc2)C1
  -9, -10, -2
- O=C(COc1ccccc1)Nc1ccc(-c2nnc(-c3ccco3)o2)cc1
  -34, -10, -1
- Cc1cc(C(=O)OCC(=O)c2cccc([N+](=O)[O-])c2)c2cccc(C)c2n1
  -28, -9, 1
- COCCN(C(=O)CCC(=O)Nc1ccccn1)C(C(=O)NC1CCCC1)c1ccc(OC)cc1 (configuration not stated)
  32, -7, 4
- CCc1sc(N(C(=O)Cc2ccccc2)c2cccc(F)c2)nc1-c1ccc(C)cc1
  -16, 9, 2
- COc1ccc(C2(NC(C)=O)CCN(C(=O)c3cccs3)CC2)cc1
  -4, -10, 4
- NNC(=O)COc1ncn(-c2ccccc2)n1
  17, 2, -9
- O=C(CSc1nc2ccccc2n1S(=O)(=O)c1ccccc1)N1CCCCC1
  11, 5, -2
- Cn1c(OCc2ccc3c(c2)OCO3)nc2c1c(=O)n(Cc1ccc(Cl)c(Cl)c1)c(=O)n2C
  9, 0, 2
- CCOc1ccccc1Nc1ccc(C(=O)O)cc1NC(C)=O
  -4, 10, -2
- CCn1nc(-c2ccccc2)c2nc3ccccc3nc21
  24, -4, -3
- COC(=O)c1ccc(C(=O)OC)c(NC(=S)N2CCN(c3cc(Cl)ccc3C)CC2)c1
  17, 0, 6
- CCOC(=O)N1CCN(CC(O)COc2ccccc2C(C)CC)CC1 (configuration not stated)
  4, 2, 7
- CC1CCCCC1NC(=O)COc1ccc(-n2cnnn2)cc1 (configuration not stated)
  3, -1, 8
- O=[N+]([O-])c1ccc(NNC(=S)Nc2ccc(F)cc2)cc1
  -51, -4, 3
- CN(CP(=O)(O)CCc1ccccc1)S(C)(=O)=O
  1, 1, 1
- COC(=O)C1=CN(Cc2cccs2)C=C(C(=O)OC)C1c1cccc(OC)c1OC
  15, 5, -5
- Cc1cccc(OCCn2nc(C(=O)O)c3ccccc3c2=O)c1
  -31, 2, 6

# (listing goes on)
# Under each structure: LGR2 antag, PGC1a acetyl inh, PglD inh
- COc1ccc(C(=O)Nc2ccc(S(=O)(=O)Nc3onc(C)c3C)cc2)cc1OC
  9, 9, 3
- COCCCNC(=O)CC(NS(=O)(=O)c1ccc(Cl)cc1)c1ccco1 (configuration not stated)
  2, -6, -2
- CC(Sc1ccc(Cl)cc1)C(=O)NCc1cccnc1 (configuration not stated)
  2, 1, 0
- CCOC(=O)C1=C(O)C(=O)NC(c2ccccc2)=C(OCC)C1
  -1, -1, -5
- O=c1ccnc(NCCc2ccccc2)[nH]1
  -36, 3, -5
- O=C(Cc1n[nH]c(=O)c2ccccc12)Nc1ccc(-c2nnc3n2CCCCC3)cc1
  -5, 17, 0
- Cc1ccc(C(=O)N2CCN(c3ccc(C(F)(F)F)cn3)CC2)cc1
  8, -1, -1
- Cc1nc2c3c4c(sc3n3c(SCC(=O)NCc5ccco5)nnc3n2n1)COC(C)(C)C4
  20, 0, 5
- Cc1ccc(-n2nnnc2SCC(=O)N2CC(=O)Nc3ccccc32)cc1
  -10, 5, -6
- COc1cccc(-n2cnc3sc(C)c(C)c3c2=O)c1
  -20, 3, -3
- Cc1cccc(N(C(=O)CNC(=O)c2cccs2)C(C(=O)NC2CCCC2)c2cccnc2)c1 (configuration not stated)
  27, -10, 1
- COc1ccc(-c2cc(C(F)(F)F)n3nc(C(=O)O)cc3n2)cc1OC
  -17, 14, -2
- CC(=O)Cc1nsc(NC(=O)c2ccc(COc3ccc(C)cc3)o2)n1
  21, 7, -3
- CC1CCC(N2CCN(c3ncccn3)CC2)C1 (configuration not stated)
  1, 7, 2
- Cc1ccccc1NC(=O)CSc1nc(COc2ccccc2)nc2ccccc12
  -3, -3, 4
- Cc1nnc(SCC(=O)Nc2ccccc2NC(=O)CSc2nnc(C)s2)s1
  1, 7, 1
- O=C(Cn1c(-c2ccccc2)noc1=O)NCc1ccccc1
  18, -5, 1
- CC(C)CCN1CC(O)=C(c2nc(-c3ccc(Cl)cc3)cs2)C1=N
  1, 1, 5
- CC1(C)CC(=O)C=C(NCCc2ccc(S(N)(=O)=O)cc2)C1
  -7, 9, -4
- CCOC(=O)c1ccc2c(c1)nc(COc1ccc3ccccc3c1)n2CC
  22, -22, -1

# Compounds shown so far with a cyano group, in the order listed:
# Under each structure: LGR2 antag, PGC1a acetyl inh, PglD inh
- CSCSC1=C(C#N)C(c2ccccc2Cl)C(C(C)=O)=C(C)N1 (configuration not stated)
  -18, -2, 4
- CCC(=O)NC1=C(C#N)C2(CCCC2)Cc2ccccc21
  7, -9, 0

# (continued)
# Under each structure: LGR2 antag, PGC1a acetyl inh, PglD inh
- Cc1cc(=O)oc2cc(OC(C)C(=O)N3CCCc4ccccc43)ccc12 (configuration not stated)
  2, 4, -2
- O=C(NNc1ccc([N+](=O)[O-])cc1)C1CC2CCCC(C1)C2=O (configuration not stated)
  11, -5, -3
- CC(=O)c1c(N2CCCCC2)nc(=S)n(-c2ccccc2)c1C
  -25, 0, 5
- Cc1cc(C)n2[nH]c(=O)c(N=Nc3cccc(C(F)(F)F)c3)c2n1
  9, -6, -23
- CCOc1ccc(NC(=O)CCN2CCN(S(=O)(=O)c3ccc(OC)cc3)CC2)cc1
  -11, -3, 5
- O=c1cc(CSc2ccccn2)[nH]c(=O)[nH]1
  9, ?, 6
- C1CCC(Nc2nnnn2C2CCCCC2)CC1
  3, -13, 5

# An excerpt from above with just PglD inh.
canonical_smiles,PglD inh
COC(=O)c1ccc(C(=O)OC)c(NC(=S)N2CCN(c3cc(Cl)ccc3C)CC2)c1,6
CC1(C(=O)CSc2nc3ccccc3[nH]2)CCC(=O)O1 (configuration not stated),6
Nc1c(C(=O)c2ccccc2)sc2c1c(=O)[nH]c(=O)n2-c1ccccc1,2
Nc1nc(-c2cccnc2)nc(N2CCCCC2)n1,-4
O=C(COc1ccccc1)Nc1ccc(-c2nnc(-c3ccco3)o2)cc1,-1
COc1ccc(-c2nnc(SCC(=O)Nc3cc(S(=O)(=O)N4CCCCC4)ccc3Cl)n2N)cc1,-1
